RORa activator: RORA (human) activation; activation, % at 10 µM; actives 1.5% (n = 65,000); P35398; AID 560; CHO-K1 Gal4-RORA LBD luciferase reporter, luminescence; percent increase over mock-subtracted basal signal;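 active = activation above the mean of all tested compounds plus 3 SD, cut at about 49% in these data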;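 also: 0% = DMSO-treated RORA cells and 100% = added signal equal to DMSO minus mock-transfected cells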
Target sequence (P35398 whole entry, looked up, the tested form may be a part): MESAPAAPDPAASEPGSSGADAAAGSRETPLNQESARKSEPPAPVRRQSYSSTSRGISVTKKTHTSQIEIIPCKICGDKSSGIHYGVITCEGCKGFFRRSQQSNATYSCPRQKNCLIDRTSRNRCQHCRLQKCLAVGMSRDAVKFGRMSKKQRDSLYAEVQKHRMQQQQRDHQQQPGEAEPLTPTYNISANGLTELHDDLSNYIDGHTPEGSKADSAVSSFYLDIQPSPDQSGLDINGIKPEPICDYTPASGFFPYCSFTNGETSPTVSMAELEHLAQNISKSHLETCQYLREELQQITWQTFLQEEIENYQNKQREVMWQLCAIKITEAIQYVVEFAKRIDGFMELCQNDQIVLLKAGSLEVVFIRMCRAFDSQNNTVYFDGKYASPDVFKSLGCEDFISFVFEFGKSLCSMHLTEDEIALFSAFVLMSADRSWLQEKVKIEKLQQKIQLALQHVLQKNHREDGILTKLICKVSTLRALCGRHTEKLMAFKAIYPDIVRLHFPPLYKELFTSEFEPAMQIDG
PKA inh: inhibitors of human protein kinase A; PKA Kemptide phosphorylation, Kinase-Glo ATP luminescence; P17612; actives 0.1% (n = 65,000); inhibition, % at 6 µM;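 active = inhibition above the screen-wide mean inhibition plus 3 SD, cut at about 21% in these data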; also: many of its hits are not listed in these tables
Numbers without * were called inactive.

SMILES | RORa activator | PKA inh
CCCn1cc(S(=O)(=O)CC(=O)NC2CCCCC2)c2ccccc21 | -20.1 | 6.2
O=C(CCn1c(=O)sc2ccccc21)NCc1ccco1 | 14.1 | 1.0
CCOC(=O)c1sc(N(Cc2ccccc2)C(=O)CSc2nnc(C3CC3)n2N)nc1C | 24.1 | 6.6
O=C(CSc1oc(-c2ccco2)nc1S(=O)(=O)c1ccc(F)cc1)NCC1CCCO1 (stereo not drawn) | 2.4 | 5.4
CCCCCn1c(CCNC(=O)c2cccs2)nc2ccccc21 | -18.4 | -1.3
CCS(=O)(=O)n1nc(C(=O)N2CCOCC2)nc1N | -4.5 | 3.6
O=S(=O)(NCC(c1cccnc1)N1CCOCC1)c1cccs1 (stereo not drawn) | 8.5 | 7.7
Cc1ccc(-n2c(=O)cc(N3CCc4ccccc4C3)[nH]c2=O)cc1 | 17.6 | 8.1
O=C(COC(=O)C1CCC1)Nc1ccc(OC(F)F)cc1 | 16.4 | -5.2
COc1ccc(N2CCN(C(=O)c3ccc(NS(=O)(=O)c4ccc(F)c(F)c4)cc3)CC2)cc1 | -11.9 | -0.3
Cc1cc2c(cc1C)NC(c1c(C)n(C)n(-c3ccccc3)c1=O)C1=C(CC(C)(C)CC1=O)N2 (stereo not drawn) | 35.6 | 4.5
Cc1ccc(-n2nnnc2SCC(=O)NCCC2=CCCCC2)c(C)c1 | -14.5 | -0.3
COCCCNc1ncnc2c1cnn2-c1ccc(C)cc1C | -4.2 | 0.7
CCN1CSC(=S)N(Cc2ccc(OC)cc2)C1 | -8.7 | -8.1
COc1ccc2[nH]cc(C3N4CC5(C)CN3CC(C)(C4)C5=O)c2c1 (stereo not drawn) | 2.3 | -3.9

5 consecutive compounds already listed, for reference:
SMILES | RORa activator | PKA inh
Cc1cc2c(cc1C)NC(c1c(C)n(C)n(-c3ccccc3)c1=O)C1=C(CC(C)(C)CC1=O)N2 (stereo not drawn) | 35.6 | 4.5
Cc1ccc(-n2nnnc2SCC(=O)NCCC2=CCCCC2)c(C)c1 | -14.5 | -0.3
COCCCNc1ncnc2c1cnn2-c1ccc(C)cc1C | -4.2 | 0.7
CCN1CSC(=S)N(Cc2ccc(OC)cc2)C1 | -8.7 | -8.1
COc1ccc2[nH]cc(C3N4CC5(C)CN3CC(C)(C4)C5=O)c2c1 (stereo not drawn) | 2.3 | -3.9

The listing continues:
SMILES | RORa activator | PKA inh
O=C(CN1C(=O)c2ccccc2S1(=O)=O)N1CCN(c2cccc(Cl)c2)CC1 | -32.3 | 6.8
Cc1ccccc1-n1c(=O)cc(N2CCC3(CC2)OCCO3)[nH]c1=O | 12.0 | 0.3
C=C(C)Cn1c(N2CCC(Cc3ccccc3)CC2)nc2c1c(=O)[nH]c(=O)n2C | -10.7 | 5.4
c1nc(N2CCCC2)c2[nH]cnc2n1 | 10.9 | 21.6*
CC(NS(C)(=O)=O)C(c1cccs1)N1CCN(c2ccccc2)CC1 (stereo not drawn) | 1.8 | 1.3
CCCOC(=O)c1cc(=O)[nH]c2ccccc12 | 6.1 | 6.5
O=C(CN1C(=O)c2cccc3cccc1c23)Nc1cccnc1 | 0.7 | 5.3

Given with each value named: part of the list above.
C=C(C)Cn1c(N2CCC(Cc3ccccc3)CC2)nc2c1c(=O)[nH]c(=O)n2C
  RORa activator = -10.7
  PKA inh = 5.4

c1nc(N2CCCC2)c2[nH]cnc2n1
  RORa activator = 10.9
  PKA inh = 21.6*

CC(NS(C)(=O)=O)C(c1cccs1)N1CCN(c2ccccc2)CC1 (stereo not drawn)
  RORa activator = 1.8
  PKA inh = 1.3

Screens from PubChem.

Not all compounds are listed (hit frequency here may not be typical).
